Compound activity as filed in PubChem.
Myeloid diff 2: induction of myeloid progenitor differentiation, primary screen, cell-based, flow cytometry, MLPCN library. ER-HoxA9 myeloid progenitors, lysozyme-GFP differentiation. 1% of 360,000 active. calls only at 10 µM;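 active = normalized GFP-positive differentiation at or above the plate's own cutoff, the solvent-only control mean plus 3 SD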;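 note: cells exposed to compound for four days before flow analysis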
K1F lysis inhibition: inhibition of K1F phage lysis, E. coli UTI89, bacterial capsule biogenesis inhibitors, alamar blue (AID 488966); E. coli UTI89 K1F phage lysis, alamar blue, 2 h; higher % means a stronger effect; inhibition, % at 100 µM, or IC50 in µM where a hit was titrated; 0.02% of 340,000 active;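 active = phage lysis inhibition, versus mean bacterial control, above a set limit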;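 note: capsule biogenesis inhibitors block K1F phage lysis so surviving cells raise fluorescence; higher fluorescence means more inhibition of phage lysis; actives were called in the ten point dose series up to 300 µM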
SV40 large T antigen: SV40 large T antigen inhibitors, biochemical (AID 1903) | SV40 large T antigen ATPase/helicase inhibition assay; higher % means a stronger effect | one-dose inhibition, % at 20 µM; IC50 in µM for titrated hits | 0.39% of 310,000 active; in the data active = a potency from the dose series; note: strong numbers were not always called active
T cell modulator: modulators of CD8 T cell-vesicle binding, primary screen, mouse 2C CD8+ T cells, flow cytometry; 2C CD8+ T cell-vesicle binding; hits give low values; 0.068% of 330,000 active; calls only at 7 µM;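 active = response, share of CD8 T cells binding vesicles, and their 90th percentile fluorescence all below set limits, cut at about 80% in these data, passing the limit was not always enough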
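material = purified 2C TCR transgenic mouse naive CD8+ T cells | controls = Unloaded micro-vesicles (low), QL9 vesicles with 0.7% DMSO (high) | detection = cytometric PE anti-B7-1 and Alexa647 anti-CD8 signals after 1% paraformaldehyde fixation | incubation = binding step 1.5 h, 37 °C, antibody labelling 20 min, ice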
NTR1 ag: agonists of NTR1, primary screen, imaging, U2OS cells, beta-arrestin-GFP, high content (AID 493036); NTR1-U2OS beta-arrestin-GFP spot imaging, agonist mode; 0.17% of 330,000 active; Neurotensin receptor type 1 (Homo sapiens), P30989; activation, % at 20 µM;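 active = activation at or above 40% of the spot to cytoplasm intensity ratio, with at least 20 cells analyzed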;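 note: 0% = DMSO without peptide and 100% = 100 nM NTR1 peptide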
Target sequence (P30989 whole entry, looked up): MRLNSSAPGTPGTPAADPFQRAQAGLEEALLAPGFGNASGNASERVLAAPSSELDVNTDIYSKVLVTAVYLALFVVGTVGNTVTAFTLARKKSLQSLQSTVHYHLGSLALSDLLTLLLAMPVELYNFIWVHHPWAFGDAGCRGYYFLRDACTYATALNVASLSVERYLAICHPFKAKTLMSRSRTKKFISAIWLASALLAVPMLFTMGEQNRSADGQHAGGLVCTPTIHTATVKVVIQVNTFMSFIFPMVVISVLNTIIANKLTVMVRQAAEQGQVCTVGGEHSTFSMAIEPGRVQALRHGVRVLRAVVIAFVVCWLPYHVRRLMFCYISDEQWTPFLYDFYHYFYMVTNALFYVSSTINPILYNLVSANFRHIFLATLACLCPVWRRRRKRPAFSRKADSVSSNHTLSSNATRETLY
RSV CPE inhibition: RSV antiviral activity via CPE protection, HEp-2 cells, primary 10 µM value included (AID 2391). 0.13% of 310,000 active. HEp-2 cells, RSV-induced CPE inhibition; higher % means a stronger effect. CPE inhibition, % at 10 µM; hits with a dose series show IC50 in µM; in the data active = a potency from the dose series; note: strong numbers were not always called active
MgcRacGAP inhibition: MgcRacGAP GTPase-activating activity inhibitors, confirmation, biochemical, ADP Hunter fluorescence; Rac GTPase-activating protein 1 (Homo sapiens); MgcRacGAP-stimulated Rac1 GTP hydrolysis, ADP Hunter fluorescence; higher % means a stronger effect; GST-tagged Rac1 F28L mutant substrate; inhibition, % at 30 µM, or IC50 in µM where a hit was titrated; 0.6% of 340,000 active; AID 624330, 2012;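 active = first-screen hits whose inhibition reached a set limit at any dose in the follow-up dose series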;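 note: fluorescence reports GDP produced by GAP-driven GTP hydrolysis; strong numbers were not always called active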
TNAP activators: human TNAP enzyme activators, primary screen, biochemical, luminescent, no phosphate acceptor, uHTS (AID 1001); Alkaline phosphatase, tissue-nonspecific isozyme (Homo sapiens); purified TNAP, luminescent activation assay, no phosphate acceptor; higher activation fold means a stronger effect; activation fold at 20 µM, or EC50 in µM where a hit was titrated; 0.03% of 200,000 active; in the data active = activation fold from about 3, or a potency from the dose series; inactive = the rest, 99 in 100 with activation fold below about 1.6; note: many of its hits are not listed in these tables
PhoP inhibition: inhibitors of PhoP regulon expression, primary screen, Salmonella Typhimurium, GFP reporter (AID 1863); S. Typhimurium PhoP-regulated promoter GFP reporter, 4 h; higher % means a stronger effect; inhibition, % at 50 µM; hits with a dose series show IC50 in µM; 0.16% of 300,000 active;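 active = inhibition over 29.93%, a cutoff 3 SD above the screen mean, later confirmed by dose response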;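 note: 0% = low Mg2+ inducing control and 100% = high Mg2+ repressing control; strong numbers were not always called active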
T cell modulator vesicle-bound %: also measured in T cell modulator; calls as there; double positive events, %; measured here: CD8+ vesicle-bound cell fraction;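 binding gate set so that unloaded-vesicle control wells show 10% double positive cells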
NTR1 ag cell count 20 µM: second read-out of NTR1 ag, no call of its own (marks repeat the call); cell count; measured here: cell count, cytotoxicity flag
Myeloid diff 2 GFP+ MAC1+ %: recorded beside Myeloid diff 2, whose call it bears; GFP+ MAC1+ double positive, %; measured here: differentiation confirmed by MAC1 staining
* hit, by the source's call; [ ] = another dose, or the depositor's remark.

How did Cn1c(C(=O)N2CCc3ccccc3C2)cc2c(=O)n3ccccc3nc21 do in these assays?
Myeloid diff 2: inactive; K1F lysis inhibition: -0.3%; SV40 large T antigen: -0.7%; T cell modulator: inactive; NTR1 ag: -0.6; RSV CPE inhibition: 12.7%; MgcRacGAP inhibition: 2.9%; TNAP activators: 1.1; PhoP inhibition: 3.2%; T cell modulator vesicle-bound %: 39.7; NTR1 ag cell count 20 µM: 59; Myeloid diff 2 GFP+ MAC1+ %: 0.8

What do the screens show for `Cc1cccc(NC(=O)C(=O)C2C(=O)Nc3ccccc32)c1` (centres undefined)?
Myeloid diff 2: inactive; K1F lysis inhibition: 0.2%; SV40 large T antigen: 4.3%; T cell modulator: inactive; NTR1 ag: 0.4; RSV CPE inhibition: 1.7%; MgcRacGAP inhibition: 17.9%; PhoP inhibition: -1.9%; T cell modulator vesicle-bound %: 2.3; NTR1 ag cell count 20 µM: 57; Myeloid diff 2 GFP+ MAC1+ %: 0.2

What do the screens show for `COC(=O)c1nc2ccc(C)cn2c1F`?
Myeloid diff 2: inactive; K1F lysis inhibition: 0.7%; SV40 large T antigen: 0.0%; T cell modulator: inactive; NTR1 ag: -2.0; RSV CPE inhibition: 1.3%; MgcRacGAP inhibition: 3.0%; TNAP activators: 1.2; PhoP inhibition: -5.8%; T cell modulator vesicle-bound %: 34.5; NTR1 ag cell count 20 µM: 102; Myeloid diff 2 GFP+ MAC1+ %: 1.2

What do the screens show for `Cc1cccc(N2CCN(c3ccc(NC(=O)/C=C\C(=O)O)cc3)CC2)c1`?
Myeloid diff 2: inactive; K1F lysis inhibition: 2.7%; SV40 large T antigen: 13.4%; T cell modulator: inactive; NTR1 ag: -0.2; RSV CPE inhibition: 1.1%; MgcRacGAP inhibition: 15.6%; TNAP activators: 1.1; PhoP inhibition: 3.0%; T cell modulator vesicle-bound %: 61.9; NTR1 ag cell count 20 µM: 60; Myeloid diff 2 GFP+ MAC1+ %: 0.4

Results for Cc1ccccc1-c1noc(N)c1C#N ?
Myeloid diff 2: inactive; K1F lysis inhibition: -0.9%; SV40 large T antigen: -3.1%; T cell modulator: inactive; NTR1 ag: 0.9; RSV CPE inhibition: -0.1%; MgcRacGAP inhibition: -2.6%; TNAP activators: 1; PhoP inhibition: 27.6%; T cell modulator vesicle-bound %: 3.0; NTR1 ag cell count 20 µM: 50; Myeloid diff 2 GFP+ MAC1+ %: 2.6

Results for COc1ccc(NC(=O)CNC(=O)Cn2c(C)cc3ccccc3c2=O)cc1OC ?
Myeloid diff 2: inactive; K1F lysis inhibition: 0.2%; SV40 large T antigen: 10.2%; T cell modulator: inactive; NTR1 ag: 1.6; RSV CPE inhibition: 7.4%; MgcRacGAP inhibition: 15.7%; TNAP activators: 1.1; PhoP inhibition: 0.7%; T cell modulator vesicle-bound %: 42.8; NTR1 ag cell count 20 µM: 39; Myeloid diff 2 GFP+ MAC1+ %: 0.0

How did Cn1c(Cn2nnc3ccccc32)nnc1SCC(=O)c1ccc(F)cc1 do in these assays?
Myeloid diff 2: inactive; K1F lysis inhibition: 0.9%; SV40 large T antigen: 5.9%; T cell modulator: inactive; NTR1 ag: 1.4; RSV CPE inhibition: 0.6%; MgcRacGAP inhibition: 0.1%; TNAP activators: 1.1; PhoP inhibition: -13.4%; T cell modulator vesicle-bound %: 17.2; NTR1 ag cell count 20 µM: 35; Myeloid diff 2 GFP+ MAC1+ %: 7.1

Results for CC1CCC(NC(=O)C2CCN(C(=O)Nc3ccccc3)CC2)CC1 (centres undefined) ?
Myeloid diff 2: inactive; K1F lysis inhibition: 0.1%[50 µM]; T cell modulator: inactive; NTR1 ag: -3.1; RSV CPE inhibition: 0.5%; MgcRacGAP inhibition: -2.4%; T cell modulator vesicle-bound %: 25.7; NTR1 ag cell count 20 µM: 53; Myeloid diff 2 GFP+ MAC1+ %: 0.4

What do the screens show for `CCCCNC(=O)CN1C(=O)NC2(CCCc3ccccc32)C1=O` (centres undefined)?
Myeloid diff 2: inactive; K1F lysis inhibition: 1.5%; SV40 large T antigen: 16.4%; T cell modulator: inactive; NTR1 ag: -0.8; MgcRacGAP inhibition: -2.1%; TNAP activators: 1.1; PhoP inhibition: 1.6%; T cell modulator vesicle-bound %: 13.8; NTR1 ag cell count 20 µM: 71; Myeloid diff 2 GFP+ MAC1+ %: 2.0

What do the screens show for `Oc1c(C(c2cccc(F)c2)N2CCN(Cc3ccccc3)CC2)sc2ncnn12` (centres undefined)?
Myeloid diff 2: inactive; K1F lysis inhibition: -1.2%; SV40 large T antigen: 4.1%; T cell modulator: inactive; NTR1 ag: -1.2; RSV CPE inhibition: -0.6%; MgcRacGAP inhibition: 10.7%; TNAP activators: 0.9; PhoP inhibition: -1.2%; T cell modulator vesicle-bound %: 12.5; NTR1 ag cell count 20 µM: 98; Myeloid diff 2 GFP+ MAC1+ %: 2.5

What do the screens show for `COC(=O)c1ccc(C(=O)OC)c(NC(=S)N2CCCC2)c1`?
Myeloid diff 2: inactive; K1F lysis inhibition: 0.0%; SV40 large T antigen: 19.9%; T cell modulator: inactive; NTR1 ag: 1.7; RSV CPE inhibition: 0.8%; MgcRacGAP inhibition: 0.4%; PhoP inhibition: 3.7%; T cell modulator vesicle-bound %: 58.1; NTR1 ag cell count 20 µM: 96; Myeloid diff 2 GFP+ MAC1+ %: 0.5

Results for CN1CCc2c(sc(NC(=O)Cc3ccccc3)c2C(N)=O)C1 ?
Myeloid diff 2: inactive; K1F lysis inhibition: 1.7%; SV40 large T antigen: 8.3%; T cell modulator: inactive; NTR1 ag: -1.2; RSV CPE inhibition: 0.6%; MgcRacGAP inhibition: 1.5%; T cell modulator vesicle-bound %: 37.1; NTR1 ag cell count 20 µM: 77; Myeloid diff 2 GFP+ MAC1+ %: 2.4

What do the screens show for `Cc1ccc(-n2c(C)cc(C(=O)COc3c(CO)cc(F)cc3CO)c2C)cc1C`?
Myeloid diff 2: inactive; K1F lysis inhibition: -0.1%; SV40 large T antigen: -3.7%; T cell modulator: inactive; NTR1 ag: 0.9; RSV CPE inhibition: 9.7%; MgcRacGAP inhibition: 0.9%; TNAP activators: 0.9; PhoP inhibition: 17.4%; T cell modulator vesicle-bound %: 50.8; NTR1 ag cell count 20 µM: 72; Myeloid diff 2 GFP+ MAC1+ %: 1.0

How did COc1cccc(NC(=O)c2cc(OC)c(OC)c(OC)c2Br)c1 do in these assays?
Myeloid diff 2: inactive; K1F lysis inhibition: 0.5%; SV40 large T antigen: 6.3%; T cell modulator: inactive; NTR1 ag: -0.8; RSV CPE inhibition: 0.5%; MgcRacGAP inhibition: 7.1%; TNAP activators: 1.2; PhoP inhibition: 9.6%; T cell modulator vesicle-bound %: 28.4; NTR1 ag cell count 20 µM: 80; Myeloid diff 2 GFP+ MAC1+ %: 0.5

How did CCOc1ccccc1OCCCC(=O)N(C)CC(=O)Nc1cc(C)ccc1C do in these assays?
Myeloid diff 2: inactive; K1F lysis inhibition: -0.6%; SV40 large T antigen: 3.3%; T cell modulator: inactive; NTR1 ag: -0.6; RSV CPE inhibition: 0.9%; MgcRacGAP inhibition: -9.2%; TNAP activators: 1; PhoP inhibition: 10.8%; T cell modulator vesicle-bound %: 28.5; NTR1 ag cell count 20 µM: 52; Myeloid diff 2 GFP+ MAC1+ %: 1.1

How did CC(CN1CCCC1)OC(=O)c1ccc(Cl)cc1 (centres undefined) do in these assays?
Myeloid diff 2: inactive; K1F lysis inhibition: 0.4%; SV40 large T antigen: 7.1%; T cell modulator: inactive; NTR1 ag: 0.7; RSV CPE inhibition: -0.3%; MgcRacGAP inhibition: 16.0%; PhoP inhibition: -8.9%; T cell modulator vesicle-bound %: 54.2; NTR1 ag cell count 20 µM: 49; Myeloid diff 2 GFP+ MAC1+ %: 0.5

What do the screens show for `CC(C)C(OC(=O)c1nsc(Cl)c1Cl)C(=O)NC(C)(C)C` (centres undefined)?
Myeloid diff 2: inactive; K1F lysis inhibition: 0.3%; SV40 large T antigen: 4.1%; T cell modulator: inactive; NTR1 ag: -0.4; RSV CPE inhibition: 0.3%; MgcRacGAP inhibition: 2.2%; TNAP activators: 1.2; PhoP inhibition: -11.7%; T cell modulator vesicle-bound %: 1.1; NTR1 ag cell count 20 µM: 30; Myeloid diff 2 GFP+ MAC1+ %: 0.5

Results for CCCN1CN(c2ccccc2)C(=S)N(c2ccccc2)C1 ?
Myeloid diff 2: inactive; K1F lysis inhibition: 0.5%; SV40 large T antigen: 0.2%; T cell modulator: inactive; NTR1 ag: 2.1; RSV CPE inhibition: 1.4%; MgcRacGAP inhibition: 14.1%; PhoP inhibition: -3.4%; T cell modulator vesicle-bound %: 27.0; NTR1 ag cell count 20 µM: 47; Myeloid diff 2 GFP+ MAC1+ %: 0.4

What do the screens show for `CSc1ncccc1C(=O)OC(C)C(=O)Nc1cccc(S(=O)(=O)N2CCOCC2)c1` (centres undefined)?
Myeloid diff 2: inactive; K1F lysis inhibition: -2.8%; T cell modulator: inactive; NTR1 ag: 3.4; MgcRacGAP inhibition: -1.6%; T cell modulator vesicle-bound %: 39.0; NTR1 ag cell count 20 µM: 65; Myeloid diff 2 GFP+ MAC1+ %: 0.5

What do the screens show for `CCCCn1c(N)c(N(CCOC)C(=O)Cn2c(=O)cnc3ccccc32)c(=O)[nH]c1=O`?
Myeloid diff 2: inactive; K1F lysis inhibition: 0.5%[50 µM]; T cell modulator: inactive; NTR1 ag: -0.4; RSV CPE inhibition: 0.9%; MgcRacGAP inhibition: 4.7%; T cell modulator vesicle-bound %: 39.5; NTR1 ag cell count 20 µM: 58; Myeloid diff 2 GFP+ MAC1+ %: 0.6

How did CCC(C(=O)Nc1ccon1)c1ccccc1 (centres undefined) do in these assays?
Myeloid diff 2: inactive; K1F lysis inhibition: -0.4%[50 µM]; SV40 large T antigen: -2.9%; T cell modulator: inactive; NTR1 ag: 1.4; RSV CPE inhibition: -0.8%; MgcRacGAP inhibition: 4.2%; PhoP inhibition: 11.4%; T cell modulator vesicle-bound %: 4.1; NTR1 ag cell count 20 µM: 73; Myeloid diff 2 GFP+ MAC1+ %: 1.1
